From PubChem
mIDH1 inhibitor – inhibitors of human mutant IDH1 R132H. AID 602179. O75874. Potency, µM (titrated, usually from 76.6 µM), for the others: top-dose activity change, negative = inhibition, hits mostly inhibitors. IDH1-R132H enzyme, NADPH consumption, diaphorase/resazurin fluorescence. 0.093% of 390,000 active; also: potency is read from the fitted curve at half-maximal effect; % is scaled to controls: 0 for no effect and ±100 for the full control effect; nearly all actives have a fitted effect of over 65% in size
Target sequence (O75874 whole entry R132H, stated change not applied): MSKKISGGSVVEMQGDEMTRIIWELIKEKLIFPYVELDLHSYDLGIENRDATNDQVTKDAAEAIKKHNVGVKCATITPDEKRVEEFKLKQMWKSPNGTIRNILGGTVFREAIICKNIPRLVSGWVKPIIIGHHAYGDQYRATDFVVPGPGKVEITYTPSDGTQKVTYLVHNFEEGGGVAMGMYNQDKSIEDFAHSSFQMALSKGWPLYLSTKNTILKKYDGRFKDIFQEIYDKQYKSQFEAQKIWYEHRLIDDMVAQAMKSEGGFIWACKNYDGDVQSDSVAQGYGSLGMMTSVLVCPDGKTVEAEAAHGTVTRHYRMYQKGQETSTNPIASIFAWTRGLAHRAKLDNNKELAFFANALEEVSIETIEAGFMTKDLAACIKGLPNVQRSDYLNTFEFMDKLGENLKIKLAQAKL
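IDH1-R132H (0.5 ug/mL) preincubated 30 min with compound, then NADPH (0.016 mM) and alpha-KG (2 mM) added; 80 min at RT, pH 7.5. Remaining NADPH coupled via diaphorase/resazurin to fluorescence (540/590 nm); concentration-response curves normalized to no-enzyme control.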
TRHR PAM – TRH receptor (human) allosteric enhancement; P34981; TRHR cells, fluo-8 calcium fluorescence, EC20 TRH enhancement; enhancement, % at 2 µM; 0.66% of 360,000 active; in the data active = enhancement above about 30%; also: 0% is about no effect
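TRHR-expressing cells loaded with fluo-8 calcium dye were read kinetically (ex 480/em 530) during compound addition, then stimulated with an EC20 of TRH (10 nM final). Enhancement of the Gq-mediated intracellular calcium response was scored.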
USP1 inh – inhibitors of human USP1/UAF1 deubiquitinase | O94782 | recombinant USP1/UAF1, Ub-Rhodamine cleavage fluorescence | Potency, µM (doses to about 57.1 µM), without a hit: at the top dose activity change, negative = inhibition, usual class: inhibitors | 0.23% of 390,000 active; also: potency is read from the fitted curve at half-maximal effect; % is scaled to controls: 0 for no effect and ±100 for the full control effect; nearly all actives have a fitted effect of over 60% in size; inactives centre near -12
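Step one: compound is pinned into 1nM USP1/UAF1 in HEPES pH 7.8 buffer with TCEP. Step two: 15 min room-temperature incubation. Step three: Ub-Rho (150nM final) starts cleavage, tracked by fluorescence over six one-minute reads.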
D2 agonist – activates the human D2 dopamine receptor. P14416. HEK293 T-REx D2 cells, calcium flux agonist mode. activation, % at 2 µM. 0.53% of 340,000 active. AID 485358;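 active = activation over 3 SD above normal in the single-dose calcium agonist read, cut at about 30% in these data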; also: 0% is about no effect
Target sequence (P14416 whole entry, looked up): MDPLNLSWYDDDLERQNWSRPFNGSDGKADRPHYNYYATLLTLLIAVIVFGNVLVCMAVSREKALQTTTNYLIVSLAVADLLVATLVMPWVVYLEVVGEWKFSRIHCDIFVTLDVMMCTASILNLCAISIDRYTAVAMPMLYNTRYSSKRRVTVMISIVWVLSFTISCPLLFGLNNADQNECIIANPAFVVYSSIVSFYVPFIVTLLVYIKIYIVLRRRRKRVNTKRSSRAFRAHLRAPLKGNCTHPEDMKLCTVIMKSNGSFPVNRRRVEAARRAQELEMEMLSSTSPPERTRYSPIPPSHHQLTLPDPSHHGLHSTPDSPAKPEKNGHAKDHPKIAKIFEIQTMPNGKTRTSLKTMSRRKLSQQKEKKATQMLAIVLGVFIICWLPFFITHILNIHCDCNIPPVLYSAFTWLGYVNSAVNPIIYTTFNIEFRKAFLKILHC
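In this primary screen, compounds producing a positive calcium signal within 180 s of addition to tetracycline-induced, force-coupled HEK293 Trex D2 cells are flagged; cells are dye-loaded with a no-wash calcium kit beforehand.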
TRHR ag – TRH receptor (human) agonism. P34981. TRHR cells, calcium flux fluo-8, FDSS agonist mode. activation, % at 2 µM. 0.18% of 360,000 active. AID 493084; in the data active = activation above about 30%; also: 0% is about no effect
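TRHR-expressing cells loaded with fluo-8 calcium dye; 23 nL library compound pin-transferred, kinetic FDSS fluorescence (Ex 480/Em 530) recorded about 180 s for agonist-induced calcium release, before a 10 nM TRH EC20 addition for potentiator mode.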
rTrxR1 inhibitor – inhibitors of rat thioredoxin reductase 1; O89049; recombinant rTrxR1, NADPH fluorescence consumption, selenite substrate; Potency, µM (top dose mostly 114 µM), for inactives: at the top dose activity change, negative = inhibition, usual class: inhibitors; 1% of 390,000 active; AID 588453; also: potency is read from the fitted curve at half-maximal effect; % is scaled to controls: 0 for no effect and ±100 for the full control effect; nearly all actives have a fitted effect of over 65% in size
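Rat TrxR1 (90 nM in the dispensed reagent) was pre-reduced with 400 uM NADPH for 5 min at room temperature, then incubated with compound for 15 min. After 400 uM selenite was added, NADPH fluorescence (Ex 340/Em 450 nm) was followed for 8 min.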
TrxR1 substrate – is turned over as a substrate by rat TrxR1 | 0.01% of 390,000 active | purified TrxR1 substrate turnover, NADPH consumption readout | Potency, µM (top dose mostly 114 µM), without a hit: at the highest dose activity change, negative = substrate turnover; also: potency is read from the fitted curve at half-maximal effect; % is scaled to controls: 0 for no effect and ±100 for the full control effect; nearly all actives have a fitted effect of over 50% in size
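Rat TrxR1, dispensed at 90 nM, was prereduced with 400 uM NADPH (final) for 5 min at ~22 deg C, then incubated with compound 15 min before 400 uM selenite. A first-read NADPH fluorescence drop versus no-compound background flagged substrates.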
D2 antagonist – D2 dopamine receptor (human) antagonism. HEK293 TREx D2 cells, calcium flux, dopamine EC80. P14416. inhibition, % at 10 µM. AID 485344. 2% of 340,000 active; in the data active = inhibition above about 30%; also: 0% is about no effect
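Tetracycline-induced HEK293 T-REx cells expressing D2 force-coupled to calcium signalling were dye-loaded, exposed to compound for 180 s, then challenged with an EC80 of dopamine; calcium flux was followed kinetically for a further 180 s.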
PI4K2A block – inhibitors of human PI4K2A; Q9BTU6; purified PI4K2A, ADP-Glo luminescence, 1 h; hits give low values; activity change, negative = inhibition, % at 76.9 µM; 0.13% of 420,000 active; in the data active = activity change below about -50%; inconclusive = mostly about -30% to -49%;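 also: -100% = wells without enzyme as full effect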
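PI4K2A activity was measured by ADP-Glo luminescence: enzyme (4 ug/mL stock) and phosphatidylinositol (1.2 mM stock) in Tris pH 7.5/MgCl2/EGTA/Triton X-100 buffer were reacted with ATP (300 microM stock) for one hour at ambient temperature.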
An asterisk follows results filed as active; ? = inconclusive; · = not tested or not shown; & = joins results of further samples; [ ] = dose if it differs, or a comment. Unless noted, calls follow the shape of the dose curve; as a rule, active = well fitted inhibition curve with a large enough effect; inconclusive = small, poorly fitted or top-dose-only effect; inactive = no such curve, though single readings can be large or run the other way.

Every second line gives: PI4K2A block | TRHR PAM | rTrxR1 inhibitor | TrxR1 substrate | D2 agonist | TRHR ag | D2 antagonist | mIDH1 inhibitor | USP1 inh
- Cc1nc(C)c(/C(O)=C/c2nc3ccccc3oc2=O)s1
    6.8 | 1.1 | ? | -20.1% | 0.9 | 0.2 | -1.0 | 10.9% | -16.6%
- Cc1ccc(NC2SC(=O)N(Cc3cccc(C(=O)O)c3)C2=O)cc1 (stereo unspecified)
    9.7 | -0.4 | ? | -1.0% | 0.6 | 0.1 | 4.5 | -7.5% | -1.3%
- COc1ccccc1C(=O)COC(=O)c1cccc(S(=O)(=O)N2CCCC2)c1
    5.4 | -1.3 | -3.7% | -4.4% | · | -0.5 | · | 0.4% | -18.2%
- CC(C)(C)c1ccc(C(=O)NC(Cc2c[nH]c3ccccc23)C(=O)OCC(=O)c2ccccc2)cc1 (stereo unspecified)
    -2.3 | -0.9 | 31.6%[57.1 µM] | -2.8%[57.1 µM] | -0.2 | 0.5 | · | 4.6% | -4.6%
- COc1ccccc1CNC(=O)CSC1=Nc2ccccc2N=C(c2ccc(F)cc2)C1
    -4.9 | -7.5 | 23.3%[57.1 µM] | -2.4%[57.1 µM] | · | 2.5 | · | -7.3% | -11.9%
- COc1cc(/C=C2\C(=O)N(c3ccc(S(N)(=O)=O)cc3)N=C2C)ccc1OC(=O)c1ccco1
    -52.2* | -9.6 | -32.5% | -1.1% | -0.3 | -0.4 | 9.6 | 10.9% | ?
- CCN1CCN(C(=O)Cn2nc(C)c3sc4ccccc4c3c2=O)CC1
    -0.5 | -1.5 | 4.5% | 4.8% | 0.3 | -1.6 | -4.3 | 10.0% | -17.9%
- CN(C1(C)CCS(=O)(=O)C1)S(=O)(=O)c1cccc([N+](=O)[O-])c1 (stereo unspecified)
    1.1 | 0.1 | -5.4%[57.1 µM] | -4.6%[57.1 µM] | 0.0 | 0.1 | -1.7 | -3.8% | -16.3%
- CC1CCN(C(=O)/C(=C\c2ccccc2)NC(=O)c2ccccc2)CC1
    17.7 | -1.8 | 15.1%[57.1 µM] | 5.9%[57.1 µM] | -0.5 | 0.2 | 21.9 | -5.0% | -18.3%
- COc1ccc(CCNC(=O)c2ccc3c(c2)N(Cc2ccc(C)cc2)CCS3)cc1OC
    1.2&-0.2 | -0.1&-15.3 | 64.5%&95.9%[activator] | 51.5%&88.0%[activator] | -0.3&0.3 | -0.1&0.6 | -5.3 | 0.6%&-12.3% | -16.4%&-13.7%
- COc1ccc(N(CC(=O)NN=C2CCCCCCC2)S(=O)(=O)c2ccccc2)cc1
    1.9 | 0.8 | 25.2% | 4.0% | 0.4 | -0.9 | 26.6 | 7.9% | -22.2%
- O=C(N/C=C\n1cnc2cc(C(F)(F)F)ccc21)c1ccc([N+](=O)[O-])cc1
    -0.9 | 2.7 | -2.7% | -2.4% | · | -0.8 | · | 5.2% | -17.7%
- Cc1cn2c(N)c(/C=C3\C=Nc4ccccc43)c(=O)nc2s1
    -0.3 | 2.8 | 12.3%[11.4 µM] | 3.9%[11.4 µM] | -1.2 | -2.6 | -26.5 | 5.3% | -4.8%
- CCN(Cc1ccccc1)C(=O)c1nn(-c2ccc(OC)cc2)c(=O)c2c1c1ccccc1n2C
    -3.8&-2.4 | -10.7&-8.0 | 79.0%&47.8%[activator] | 53.7%&38.0%[activator] | -0.5&0.4 | 0.6&1.7 | 14.0 | -0.8% | ?
- COC(=O)/C(=C\c1ccc([N+](=O)[O-])cc1)NC(=O)c1ccccc1
    2.4 | · | -7.1%[2.29 µM] | -4.3%[2.29 µM] | · | · | · | 6.1% | 4.1%
- COc1ccc(CCNc2oc(/C=C/c3ccc(OC)c(OC)c3)nc2C#N)cc1
    -5.9 | 9.0 | 61.5%[activator] | 26.5% | · | -1.5 | · | 7.8% | -14.7%
- CCOC(=O)c1[nH]c2ccc(OC)cc2c1NC(=S)N1CCN(c2cccc(C)c2C)CC1
    1.3 | -5.5 | -29.3% | -14.4% | 0.3 | -0.1 | 2.2 | -0.3% | -11.0%
- CC1CCCN(CC(=O)N2c3ccccc3Sc3ccccc32)C1 (stereo unspecified)
    -0.9 | 36.4* | -9.4% | -10.1% | -3.7 | 0.2 | -16.3 | -3.0% | -1.0%
- Cc1ccc(-c2cc(C(=O)N/N=C/c3cccnc3)n[nH]2)o1
    1.0 | -4.9 | 2.7%[57.1 µM] | -9.1% | 0.9 | -0.2 | 2.1 | -1.4% | -17.4%
- O=S(=O)(Nc1ccc(-c2ccc(N3CCCC3)nn2)cc1)c1ccccc1Cl
    3.6 | -1.1 | 40.0%[activator][57.1 µM] | 4.4%[57.1 µM] | -0.2 | -0.9 | · | -19.2% | -11.5%
- COc1ccc(NC(=O)c2ccc(-c3ccc(C(C)=O)cc3)o2)cn1
    0.2 | -3.9 | -10.7% | 23.6% | -3.0 | 0.2 | -30.5 | -9.9% | -4.8%
- Cc1nnc(SCC(=O)NNC(=O)c2ccco2)n1-c1ccccc1
    2.3 | 8.6 | 10.2%[57.1 µM] | 5.6% | 1.2 | 0.8 | 0.4 | -2.3% | -15.2%
- Cc1nn(Cc2ccccc2)c(C)c1CNC(=O)[C@H](C)N=C1NS(=O)(=O)c2ccccc21
    1.7 | 7.3 | -4.6% | 3.7% | · | -0.5 | · | 8.6% | -10.2%
- CC(=O)Nc1ccc(S(=O)(=O)Nc2nc3ccccc3nc2Nc2ccc(N)cc2)cc1
    -0.2 | -0.5 | -8.7% | -10.9% | 5.6 | 7.2 | -7.0 | 8.4% | 5.6%
- Cc1ccc(N(C)S(=O)(=O)c2cccc(C(=O)Nc3nnc(C4CC4)s3)c2)cc1
    -1.2 | 1.7 | 9.3% | 0.1% | -3.2 | -0.5 | -4.2 | -3.5% | -18.4%
- O=C(O)CCC(=O)N1CCN(Cc2ccc3c(c2)OCO3)CC1
    3.3 | 30.7* | 6.2% | 2.5% | 4.6 | 0.7 | 9.1 | -3.1% | -18.0%
- Oc1ccc(Cl)cc1N=Nc1ccccc1
    -0.9 | -2.2 | 10.4% | 2.0% | 0.9 | 0.0 | -3.5 | -4.0% | -22.9%
- C/C(N)=C(/C#N)C(=O)CSc1nc2ccccc2c(=O)n1CCCO
    -0.9 | 0.4 | 6.0%[57.1 µM] | 9.9%[57.1 µM] | -0.6 | 0.1 | -4.4 | 8.8% | -18.5%
- N#C/C(=C\c1c[nH]c2ccccc12)C(=O)NC1CC1
    -0.8 | -1.6 | -13.4% | -9.7% | 0.2 | -0.4 | 0.5 | -1.4% | -4.2%
- CCc1ccc(NC(=O)CSc2nnc(-c3ccccn3)n2C)cc1
    3.6 | 2.3 | 6.0%[57.1 µM] | 3.0%[57.1 µM] | -1.6 | -0.7 | -12.2 | 8.0% | 0.2%
- CCOC(=O)N1CCN(Cc2ccccn2)CC1
    -1.3 | 7.3 | -22.0% | -7.2% | 0.2 | -0.1 | 13.7 | 5.4% | -12.1%
- CCC(CO)Nc1nc2ccc(Cl)cc2c2ccccc12 (stereo unspecified)
    1.7 | -8.7 | 15.0% | 8.3% | · | 2.0 | · | 2.9% | -17.0%
- CC(OCC(O)CNCC1COc2ccccc2O1)c1ccc(Cl)cc1 (stereo unspecified)
    1.3 | 7.3 | -30.1%[57.1 µM] | 1.3%[57.1 µM] | · | 0.7 | · | 8.6% | -4.6%
- CCN(C(=O)COC(=O)Cc1ccc(F)cc1)c1c(N)n(Cc2ccccc2)c(=O)[nH]c1=O
    -10.2 | 6.1 | 16.4% | 1.0% | 0.5 | 0.7 | 24.0 | -4.0% | -12.4%
- CC(=O)C1=C(C)OC(N)=C(C#N)C1c1cc2cc(C)c(C)cc2nc1Cl (stereo unspecified)
    -0.1 | -1.1 | -7.3% | -8.5% | 0.2 | 0.4 | 31.1* | -7.9% | -4.4%
- O=C(COc1ccc([N+](=O)[O-])cc1)NNC(=O)Nc1ccc([N+](=O)[O-])cc1
    -14.3 | -3.1 | 23.7% | -1.3% | -0.7 | 0.5 | -6.3 | 28.2% | -11.5%
- COc1cccc(-c2nc(CS(=O)(=O)CC(=O)Nc3ccc(C(C)=O)cc3)c(C)o2)c1
    -2.5 | -1.0 | ? | -8.4% | 0.7 | -0.4 | 9.4 | 6.8% | -12.7%
- CCc1ccc(N(CC)C(=O)Cc2c(C(=O)O)n(C)c3ccccc23)cc1
    5.3 | 8.0 | 1.4%[57.1 µM] | 9.3%[57.1 µM] | 0.0 | 0.2 | 5.1 | 1.6% | -10.9%
- O=C(NCCN1CCOCC1)c1ccc2c(c1)N(Cc1ccccc1)C(=O)c1ccccc1S2
    -4.8 | -5.5 | 7.2%[57.1 µM] | 0.2%[57.1 µM] | 1.0 | 1.5 | 21.5 | 2.2% | 2.1%
- C=CCCC(=O)N1CCC(n2nccc2NC(=O)CCCc2ccccc2)CC1
    2.6 | -8.6 | -2.0% | -5.8% | -0.6 | 0.1 | -2.1 | 7.4% | -8.7%

Five compounds picked at random from those above:
Every second line gives: PI4K2A block | TRHR PAM | rTrxR1 inhibitor | TrxR1 substrate | D2 agonist | TRHR ag | D2 antagonist | mIDH1 inhibitor | USP1 inh
- Cc1nn(Cc2ccccc2)c(C)c1CNC(=O)[C@H](C)N=C1NS(=O)(=O)c2ccccc21
    1.7 | 7.3 | -4.6% | 3.7% | · | -0.5 | · | 8.6% | -10.2%
- Oc1ccc(Cl)cc1N=Nc1ccccc1
    -0.9 | -2.2 | 10.4% | 2.0% | 0.9 | 0.0 | -3.5 | -4.0% | -22.9%
- COc1cccc(-c2nc(CS(=O)(=O)CC(=O)Nc3ccc(C(C)=O)cc3)c(C)o2)c1
    -2.5 | -1.0 | ? | -8.4% | 0.7 | -0.4 | 9.4 | 6.8% | -12.7%
- C=CCCC(=O)N1CCC(n2nccc2NC(=O)CCCc2ccccc2)CC1
    2.6 | -8.6 | -2.0% | -5.8% | -0.6 | 0.1 | -2.1 | 7.4% | -8.7%
- CCOC(=O)N1CCN(Cc2ccccn2)CC1
    -1.3 | 7.3 | -22.0% | -7.2% | 0.2 | -0.1 | 13.7 | 5.4% | -12.1%
